Screening results (PubChem BioAssay)
Myeloid diff 2: induction of myeloid progenitor differentiation, primary screen, cell-based, flow cytometry, MLPCN library; ER-HoxA9 myeloid progenitors, lysozyme-GFP differentiation; calls only at 10 µM; hit rate 1% among 360,000; AID 624256, 2012;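 active means normalized GFP-positive differentiation at or above the plate's own cutoff, the solvent-only control mean plus 3 SD; inconclusive means no clear call, values can overlap the other calls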;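 further: cells exposed to compound for four days before flow analysis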
MgcRacGAP inhibition: MgcRacGAP GTPase-activating activity inhibitors, confirmation, biochemical, ADP Hunter fluorescence; Rac GTPase-activating protein 1 (Homo sapiens); MgcRacGAP-stimulated Rac1 GTP hydrolysis, ADP Hunter fluorescence; higher % means a stronger effect; GST-tagged Rac1 F28L mutant substrate; inhibition, % at 30 µM, or IC50 in µM where a hit was titrated; hit rate 0.6% among 340,000;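 active means first-screen hits whose inhibition reached a set limit at any dose in the follow-up dose series; inconclusive means inhibition above the set first-screen limit but never retested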;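 further: fluorescence reports GDP produced by GAP-driven GTP hydrolysis; strong numbers were not always called active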
GPR35 arrestin U2OS: GPR35 antagonists blocking zaprinast-driven arrestin recruitment, primary screen, imaging, U2OS, beta-arrestin-GFP, zaprinast agonist (AID 2058); G-protein coupled receptor 35 (Homo sapiens); inhibition, % at 10 µM; hits with a dose series show IC50 in µM; U2OS GPR35 beta-arrestin-GFP translocation imaging, zaprinast antagonism; higher % means a stronger effect; hit rate 0.052% among 290,000;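 active means inhibition of at least 50% with at least 30 cells and total cytoplasm GFP at most 10,000,000; inconclusive means under 30 cells or total GFP of 10,000,000 plus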
NTR1 ag: agonists of NTR1, primary screen, imaging, U2OS cells, beta-arrestin-GFP, high content (AID 493036). NTR1-U2OS beta-arrestin-GFP spot imaging, agonist mode. activation, % at 20 µM. Neurotensin receptor type 1 (Homo sapiens), P30989. hit rate 0.17% among 330,000;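 active means activation at or above 40% of the spot to cytoplasm intensity ratio, with at least 20 cells analyzed; inconclusive means wells under 20 cells, flagged as cytotoxic or low count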;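 further: 0% = DMSO without peptide and 100% = 100 nM NTR1 peptide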
Target sequence (P30989 whole entry, looked up): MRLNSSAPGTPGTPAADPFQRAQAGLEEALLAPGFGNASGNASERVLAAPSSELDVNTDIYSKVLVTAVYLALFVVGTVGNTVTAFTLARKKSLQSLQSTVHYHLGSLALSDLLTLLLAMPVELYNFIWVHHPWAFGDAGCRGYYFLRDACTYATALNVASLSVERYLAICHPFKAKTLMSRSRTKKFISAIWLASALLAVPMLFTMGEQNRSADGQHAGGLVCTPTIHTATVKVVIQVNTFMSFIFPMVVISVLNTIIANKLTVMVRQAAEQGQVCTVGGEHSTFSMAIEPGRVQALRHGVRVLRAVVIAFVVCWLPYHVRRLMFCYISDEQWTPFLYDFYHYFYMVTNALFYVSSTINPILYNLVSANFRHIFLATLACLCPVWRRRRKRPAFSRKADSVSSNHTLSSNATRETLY
SIAH1 antagonists: Siah-1 peptide-binding antagonists, primary screen, biochemical, fluorescence polarization, rhodamine-plectin, uHTS (AID 1817); Siah-1 / rhodamine-plectin peptide fluorescence polarization; higher % means a stronger effect; hit rate 0.02% among 290,000; displacement, % at 20 µM; hits with a dose series show IC50 in µM; E3 ubiquitin-protein ligase SIAH1 (Homo sapiens);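 active means displacement of at least 50% at 20 µM, with a fluorescence ratio check between 0.3 and a set limit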;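 further: plate controls were Siah plus tracer with DMSO for no effect and tracer alone without Siah for full effect; strong numbers were not always called active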
GPR55 antagonists: GPR55 antagonists blocking LPI-driven arrestin recruitment, primary screen, imaging, U2OS, beta-arrestin-GFP, LPI agonist (AID 2013) | inhibition, % at 10 µM, or IC50 in µM where a hit was titrated | hit rate 0.13% among 290,000 | U2OS GPR55 beta-arrestin-GFP translocation imaging, LPI antagonism; higher % means a stronger effect;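 active means spots per cell inhibited over 60%, with over 100 cells counted and total cytoplasm intensity under 500,000; inconclusive means wells with under 100 cells, flagged as likely toxic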;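 further: U2OS cells stably carrying GPR55 and arrestin-GFP stimulated by 5 µM LPI near EC80; imaged beta-arrestin-GFP aggregate spots per cell after agonist stimulation; plate controls were LPI-stimulated DMSO wells for no effect and DMSO wells without LPI for full effect; some results filed as inactive read as strong as hits; confirmed hits need IC50 under 10 µM and bright autofluorescent wells are also inconclusive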
PhoP inhibition: inhibitors of PhoP regulon expression, primary screen, Salmonella Typhimurium, GFP reporter (AID 1863). hit rate 0.16% among 300,000. S. Typhimurium PhoP-regulated promoter GFP reporter, 4 h; higher % means a stronger effect. inhibition, % at 50 µM, or IC50 in µM where a hit was titrated;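 active means inhibition over 29.93%, a cutoff 3 SD above the screen mean, later confirmed by dose response; inconclusive means inhibition over 29.93% but no dose response follow-up; inactive means inhibition at most 29.93% or unconfirmed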;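 further: 0% = low Mg2+ inducing control and 100% = high Mg2+ repressing control; strong numbers were not always called active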
LYP inhibition: inhibitors of LYP phosphatase, biochemical, fluorescence intensity, uHTS (AID 1779) | Tyrosine-protein phosphatase non-receptor type 22 (Homo sapiens) | recombinant LYP phosphatase, fluorescence intensity; higher % means a stronger effect | one-dose inhibition, % at 11.5 µM; IC50 in µM for titrated hits | hit rate 0.054% among 290,000; in the data active means inhibition above about 50%;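 further: plate controls were vehicle with enzyme for no effect and no enzyme for full effect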
HIV fusion peptide: inhibitors of HIV fusion peptide binding, primary screen, biochemical, uHTS, fluorescence dequenching (AID 1986). hit rate 0.3% among 290,000. cell-free peptide binding, fluorescence dequenching, 30 min; higher % means a stronger effect. inhibition, % at 20 µM; hits with a dose series show IC50 in µM; in the data active means inhibition mostly above about 52%, no sharp cut-off; inactive means mostly below about 76%; further: some results filed as inactive read as strong as hits
NTR1 ag cell count 20 µM: second read-out of NTR1 ag, no call of its own (marks repeat the call); cell count; measured here: cell count, cytotoxicity flag
Myeloid diff 2 GFP+ MAC1+ %: recorded beside Myeloid diff 2, whose call it bears; GFP+ MAC1+ double positive, %; measured here: differentiation confirmed by MAC1 staining
* marks the source's active call; other numbers are inactive results; i = inactive; ? = inconclusive; . = not tested or not shown; + = active, no number.

SMILES	Myeloid diff 2	Myeloid diff 2 GFP+ MAC1+ %	MgcRacGAP inhibition	GPR35 arrestin U2OS	NTR1 ag	NTR1 ag cell count 20 µM	SIAH1 antagonists	GPR55 antagonists	PhoP inhibition	LYP inhibition	HIV fusion peptide
CCCC(=O)c1ccc(-c2ccccc2)cc1	i	0.8	5.8%	10.0%	0.3	53	-2.3%	-8.3%	1.5%	2.5%	0.1%
COc1cc(OC)c(C2SCCCS2)cc1OC	i	1.0	6.8%	-4.4%	3.3	67	0.5%	-15.9%	11.7%	2.6%	-0.1%
NC(=O)CC[C@@H]1NC(=O)[C@@H]2CCCN2C(=O)c2cc([N+](=O)[O-])cc(I)c2NCCC[C@@H](C(N)=O)NC1=O	.	.	.	-4.2%	2.7	91	2.9%	11.8%	-4.2%	1.2%	-0.7%
CCOc1ccccc1N1CCN(Cc2ccco2)CC1	i	0.8	14.9%	11.5%	-1.0	72	0.4%	2.9%	7.6%	-6.5%	-3.6%
O=C(NCCC(=O)N1CCCCC1)c1ccccc1Cl	.	.	3.6%	15.4%	-0.2	60	1.8%	-1.2%	-3.2%	-4.3%	0.3%
COc1ccc(-c2nnc(SC3CCOC3=O)n2C2CCCCC2)cc1OC (centres undefined)	i	6.9	2.2%	22.1%	-0.9	76	-6.7%	5.3%	-3.8%	-3.4%	1.5%
CCOc1ccc(CNc2cccc(SC)c2)cc1	i	0.5	22.9%	11.0%	-0.4	91	6.8%	1.8%	0.8%	-2.7%	-0.3%
COc1cccc(N(C(=O)c2snc(C(N)=O)c2N)C(C(=O)NCC2CCCO2)c2cccs2)c1 (centres undefined)	i	4.7	5.2%	-2.1%	0.1	42	-0.8%	9.6%	2.8%	-2.0%	-0.5%
CCN(C(=O)c1cc2cc(OC)ccc2oc1=O)c1cccc(C)c1	i	3.4	1.7%	-0.4%	-0.3	58	2.6%	12.3%	-7.8%	-9.5%	-0.4%
Cc1ccccc1CSc1nc(C(C)(C)C)cc(=O)[nH]1	i	0.2	.	13.3%	7.8	77	8.9%	9.4%	4.1%	-2.8%	0.9%
O=C(Nc1ccc(Cl)cn1)c1cc(S(=O)(=O)N2CCCCC2)ccc1Cl	i	0.7	3.8%	-2.1%	-1.8	53	1.4%	-17.8%	-10.6%	-4.2%	-1.6%
Cc1ccc(N=Nc2c(N)[nH]n3c(=O)cc(C)nc23)cc1	i	0.1	13.9%	1.4%	.	.	0.5%	6.1%	-5.1%	0.9%	1.2%
Nc1cnc(-c2ccccc2)nc1Cl	i	0.7	5.9%	3.9%	2.1	71	-3.4%	-38.7%	13.0%	-4.0%	0.3%
CC(=O)Nc1ccc(-c2nnc(SCC(=O)n3c4c(c5ccccc53)CCCC4)n2C)cc1	i	3.0	4.5%	9.8%	.	.	-2.5%	-6.4%	-3.1%	-4.2%	-2.9%
Cc1c(Br)c([N+](=O)[O-])nn1CC(=O)NCc1ccco1	i	1.0	8.8%	5.3%	-1.2	54	1.2%	5.7%	-2.2%	-2.4%	2.6%
COc1ccc(OCC(=O)NNC(=O)Nc2cccc(Cl)c2)cc1	i	0.5	-0.9%	0.3%	-0.1	47	-1.0%	4.6%	5.8%	-6.9%	-1.1%
CN(CCc1ccccn1)C1CCCN(S(=O)(=O)c2ccc(F)c(Cl)c2)C1 (centres undefined)	i	0.7	7.9%	-12.2%	1.0	76	-4.5%	-7.0%	8.2%	-7.3%	-0.2%
C=C(C)CSc1ncc(-c2cccc(C(F)(F)F)c2)cn1	i	2.8	-2.2%	-13.8%	2.5	91	3.5%	16.3%	-12.7%	-1.2%	-2.5%
CCOC(=O)c1ccc(NS(=O)(=O)c2cc3c4c(c2)CCN4C(=O)CC3)cc1	i	0.7	2.2%	.	-0.6	46	.	.	-1.3%	.	.
CC(C)[C@H](NC(=O)c1ccco1)C(=O)OCC(=O)N1CC(=O)Nc2ccccc21	i	0.3	-1.0%	20.4%	-0.1	60	-9.2%	2.8%	-4.5%	-11.0%	-1.4%
COc1cc2c(cc1OC)-c1cc(Nc3ccc(C(=O)O)cc3)nc(=O)n1CC2	i	0.6	7.1%	-4.5%	0.4	94	12.5%	4.4%	-0.1%	-4.0%	9.1%
Clc1ccc(-c2nnc(SCc3ccon3)o2)c(Cl)c1	i	8.4	-2.2%	-12.0%	-1.0	50	-0.3%	-8.7%	13.9%	-2.5%	-1.5%
Cn1cnnc1SCc1cccc(Br)c1	i	0.5	-3.7%	5.3%	2.7	75	-1.0%	-2.9%	-0.4%	-14.2%	0.2%
CCC(=O)n1nc(-c2ccc(Cl)cc2)nc1N	i	0.4	10.4%	12.7%	-1.8	28	1.9%	16.3%	-4.3%	-2.4%	1.0%
COc1ccc(NC(=O)CSc2nnc(NC(=O)c3ccccc3C(=O)O)s2)cc1	.	.	-1.0%	-0.4%	.	.	5.7%	12.6%	-1.3%	-4.0%	2.0%
O=C(CCCN1C(=O)c2ccccc2C1=O)NCCC1=CCCCC1	i	1.5	-5.8%	-3.9%	-0.2	51	-5.1%	-2.8%	-4.1%	1.4%	-3.4%
CC(=O)c1nn(-c2cccc(Br)c2)cc1C(=O)c1ccc2ccccc2c1	i	1.2	-2.8%	-12.5%	-0.5	64	3.1%	3.5%	-0.9%	-1.7%	-1.2%
Nc1nonc1-n1nnc(C(=O)N/N=C/c2ccncc2)c1CSc1ccccc1	i	1.1	3.7%	2.7%	1.7	65	-3.4%	-2.2%	7.3%	-8.1%	-1.9%
Oc1ccc(-c2cnns2)c(O)c1	i	0.4	?	-10.3%	1.2	51	-4.4%	0.4%	6.8%	-1.0%	11.9%
CCOC(=O)c1cc(-c2ccccc2)sc1N	i	1.9	28.1%	6.1%	-1.5	58	7.1%	-4.9%	5.9%	1.0%	2.2%

Another view of three compounds above.
Compound | Myeloid diff 2 | Myeloid diff 2 GFP+ MAC1+ % | MgcRacGAP inhibition | GPR35 arrestin U2OS | NTR1 ag | NTR1 ag cell count 20 µM | SIAH1 antagonists | GPR55 antagonists | PhoP inhibition | LYP inhibition | HIV fusion peptide
CC(C)[C@H](NC(=O)c1ccco1)C(=O)OCC(=O)N1CC(=O)Nc2ccccc21 | i | 0.3 | -1.0% | 20.4% | -0.1 | 60 | -9.2% | 2.8% | -4.5% | -11.0% | -1.4%
COc1cc2c(cc1OC)-c1cc(Nc3ccc(C(=O)O)cc3)nc(=O)n1CC2 | i | 0.6 | 7.1% | -4.5% | 0.4 | 94 | 12.5% | 4.4% | -0.1% | -4.0% | 9.1%
C=C(C)CSc1ncc(-c2cccc(C(F)(F)F)c2)cn1 | i | 2.8 | -2.2% | -13.8% | 2.5 | 91 | 3.5% | 16.3% | -12.7% | -1.2% | -2.5%

(list continues)
SMILES	Myeloid diff 2	Myeloid diff 2 GFP+ MAC1+ %	MgcRacGAP inhibition	GPR35 arrestin U2OS	NTR1 ag	NTR1 ag cell count 20 µM	SIAH1 antagonists	GPR55 antagonists	PhoP inhibition	LYP inhibition	HIV fusion peptide
O=C(COc1ccc(S(=O)(=O)N2CCOCC2)cc1)Nc1ccccc1Cl	i	6.1	2.9%	13.7%	0.8	48	12.0%	5.0%	-3.2%	-11.0%	0.3%
CCOc1ccccc1NC(=O)C1CCN(c2ccc(S(=O)(=O)N3CCCC3)cc2)CC1	i	7.2	-1.3%	2.1%	2.0	87	-0.3%	-3.9%	-0.2%	0.1%	1.0%
Cc1cc(C)c(NC(=O)CCCOC(=O)C2=COCCO2)c(C)c1	i	1.0	-0.2%	15.0%	0.0	36	-2.0%	0.4%	13.1%	-7.2%	-0.9%
CCCCNC(=O)CCC(=O)Nc1ccc2nc(N3CCCCC3)cc(C)c2c1	+	0.6*	10.2%	-2.8%	1.5	52	3.2%	-2.1%	1.3%	-8.7%	2.5%
CN1CCN(C(=O)c2cc3c(C(F)(F)F)nn(C)c3s2)CC1	i	0.6	18.1%	-3.9%	-0.8	34	1.6%	-11.5%	7.9%	1.2%	-0.6%
Cc1ccc(SC(C)C(=O)Nc2cccc(N(C)S(C)(=O)=O)c2)cc1 (centres undefined)	i	1.6	8.0%	9.0%	1.2	65	-0.3%	12.1%	7.4%	-8.7%	-3.6%
O=C(COC(=O)Cc1c[nH]c2ccccc12)NCCc1ccccc1	i	0.9	8.6%	.	-2.0	51	.	.	0.6%	.	.
Cc1nc(N2CCNCC2)c2c3c(sc2n1)CCCC3	i	0.5	-4.3%	5.5%	-0.5	46	3.4%	-4.9%	1.5%	-8.5%	2.7%
CCCCCn1c(=O)c(F)cn(Cc2ccc(OC)c([N+](=O)[O-])c2)c1=O	i	0.7	5.5%	-14.3%	0.0	81	2.3%	9.7%	-0.4%	-4.3%	-1.2%
O=C(NCc1ccccc1Cl)c1cccc(OC2CCN(C(=O)C3CC3)CC2)c1	i	3.8	5.9%	-0.3%	-0.5	68	-0.3%	13.8%	-4.3%	-11.0%	1.7%
C=CCNc1nnc(SC2CC(=O)N(c3ccc(OC)cc3)C2=O)s1 (centres undefined)	i	5.2	12.9%	9.0%	5.7	61	4.8%	5.3%	-9.4%	-0.5%	-1.2%
COc1ccc(CC(=O)NNC2=Nc3cccc4cccc2c34)cc1	i	0.2	.	-8.7%	-1.3	33	-0.9%	-1.0%	.	-7.5%	1.8%
CC(=O)c1cccc(NC(=O)CNC(=O)c2cc3ccccc3o2)c1	i	0.8	4.3%	2.6%	0.0	68	1.1%	15.7%	0.3%	-8.4%	0.7%
COc1ccccc1N1N=C(C(=O)c2ccccc2)C2C(=O)N(c3ccc(Br)cc3)C(=O)C21 (centres undefined)	i	0.2	.	-2.3%	0.0	48	-2.3%	-0.5%	-17.4%	2.9%	14.6µM*
CCOC(=O)Nc1c(C(=O)OC)[nH]c2cc(OC)ccc12	i	1.2	8.7%	-12.3%	-0.5	33	-2.7%	12.3%	.	-6.6%	-0.8%
COC(=O)CSc1nnc(CNC(=O)c2ccccc2F)n1-c1ccccc1	i	0.6	2.1%	7.1%	4.2	49	-11.8%	1.7%	-1.9%	-1.8%	-2.4%
